Compound activity as filed in PubChem.
UBC13 polyUb – UBC13 polyubiquitin chain formation inhibitors, primary screen, biochemical, TR-FRET, uHTS; inhibition, % at 20 µM; actives 0.47% (n = 330,000); AID 485273, 2010; in the data active = inhibition above about 45%, passing the limit was not always enough; inconclusive = no clear call, values can overlap the other calls
Target sequence (P61088 whole entry, looked up): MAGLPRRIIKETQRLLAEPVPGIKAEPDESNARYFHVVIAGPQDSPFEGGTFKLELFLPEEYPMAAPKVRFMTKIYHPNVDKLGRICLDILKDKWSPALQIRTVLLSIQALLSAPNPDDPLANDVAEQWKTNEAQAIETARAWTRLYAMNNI
Gli-Sufu antag – Gli-Sufu pathway antagonists, primary screen, luciferase luminescence, Sufu-KO-LIGHT cells, uHTS. Sufu-KO-LIGHT fibroblasts, Gli luciferase reporter luminescence. inhibition, % at 5 µM. actives 0.74% (n = 340,000). AID 588413, 2011;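 active = inhibition above about 55%, limit read from the data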;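 also: 0% = DMSO-treated cells and 100% = wells with medium but no cells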
APJ antag – antagonists of human apelin receptor APJ, primary screen, CHO-K1 cells, beta-arrestin complementation, luminescence. P35414. inhibition, % at 20 µM. actives 0.32% (n = 330,000). AID 2521, 2010;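 active = inhibition above about 40% at 20 µM, limit read from the data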;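 also: cells challenged with 10 nM apelin-13 agonist together with compound; plate controls were apelin-13 plus DMSO wells for no effect and DMSO wells lacking apelin-13 for full effect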
Target sequence (P35414 whole entry, looked up): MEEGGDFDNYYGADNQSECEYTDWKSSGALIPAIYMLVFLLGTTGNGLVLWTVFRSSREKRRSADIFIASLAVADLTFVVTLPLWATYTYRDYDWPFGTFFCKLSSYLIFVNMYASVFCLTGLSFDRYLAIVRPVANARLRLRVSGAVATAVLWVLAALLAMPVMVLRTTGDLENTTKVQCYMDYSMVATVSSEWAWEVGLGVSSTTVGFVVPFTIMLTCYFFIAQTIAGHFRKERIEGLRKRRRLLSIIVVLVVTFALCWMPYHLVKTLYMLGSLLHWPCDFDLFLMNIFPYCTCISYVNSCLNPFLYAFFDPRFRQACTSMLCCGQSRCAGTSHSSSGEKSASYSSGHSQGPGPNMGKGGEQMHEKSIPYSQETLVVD
CXCR6 inh – CXCR6 receptor inhibitors, primary screen, cell-based, beta-arrestin, luminescence, CHO-K1 PathHunter, 1536-well | C-X-C chemokine receptor type 6 (Homo sapiens), O00574 | inhibition, % at 20 µM | actives 0.36% (n = 360,000); in the data active = inhibition above about 34%, passing the limit was not always enough;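 also: antagonist mode with CXCL16 agonist at 10 nM final; 0% = 10 nM CXCL16 with DMSO and 100% = unstimulated wells without agonist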
697 NFkB inh – inhibitors of PMA/ionomycin-induced NF-kB reporter, 697 cells, primary screen, B-cell NF-kB inhibitor project, cell-based, luminescence, uHTS | actives 0.33% (n = 330,000) | 697 B-cell NF-kB luciferase reporter, 16 h | inhibition, % at 4 µM; in the data active = inhibition above about 35%
Jurkat NFkB inh – inhibitors of induced NF-kB luciferase reporter, primary screen, TCR NF-kB activation inhibitor project, cell-based, luminescence, uHTS; AID 435003, 2010; inhibition, % at 4 µM; actives 0.53% (n = 330,000); Jurkat, PMA/ionomycin-induced NF-kB luciferase reporter; in the data active = inhibition above about 50%
EBI2 block – EBI2 receptor antagonists, beta-arrestin recruitment, primary screen, cell-based, luminescence, 7a,25-OHC stimulation, uHTS | G-protein coupled receptor 183 (Homo sapiens), P32249 | 7a,25-OHC stimulated | inhibition, % at 5 µM | actives 0.81% (n = 360,000); in the data active = inhibition above about 38%;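 also: enzyme fragment complementation signal reports receptor beta-arrestin coupling in cells; 0% = agonist plus DMSO wells and 100% = wells without agonist; some results beyond the cut were filed as inactive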
CCR6 antag – CCR6 receptor antagonists, primary screen, cell-based, CHO-K1, luminescence, beta-arrestin, uHTS; CHO-K1 CCR6 PathHunter beta-arrestin, CCL20-stimulated; inhibition, % at 20 µM; actives 0.49% (n = 340,000); AID 493098, 2011;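 active = compounds whose inhibition of the agonist-driven luminescence signal at 20 µM reaches about 50%, limit read from the data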;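 also: cells stimulated with CCL20 at 14 nM final; plate controls were DMSO with CCL20 for no effect and DMSO without agonist for full effect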
Target sequence (P51684 whole entry, looked up): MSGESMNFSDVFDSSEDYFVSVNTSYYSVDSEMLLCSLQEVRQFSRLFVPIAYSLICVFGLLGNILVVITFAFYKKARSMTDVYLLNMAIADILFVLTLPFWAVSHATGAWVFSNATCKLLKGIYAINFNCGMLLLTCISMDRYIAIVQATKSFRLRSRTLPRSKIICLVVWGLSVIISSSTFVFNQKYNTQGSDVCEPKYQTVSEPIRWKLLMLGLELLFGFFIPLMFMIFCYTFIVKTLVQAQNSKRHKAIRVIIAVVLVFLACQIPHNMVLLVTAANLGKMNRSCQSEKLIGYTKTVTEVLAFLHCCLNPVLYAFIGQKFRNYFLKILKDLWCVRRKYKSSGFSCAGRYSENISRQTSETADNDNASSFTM
The depositor's hits bear a star; ? = inconclusive; nt = no result given.

SMILES	UBC13 polyUb	Gli-Sufu antag	APJ antag	CXCR6 inh	697 NFkB inh	Jurkat NFkB inh	EBI2 block	CCR6 antag
COc1ccc(S(=O)(=O)Nc2ccccc2C(=O)NCc2ccco2)cc1Br	0	-6	12	2	8	4	-10	-8
Cc1cccc(NC(=O)CSc2nnc(-c3cnccn3)n2Cc2ccco2)c1	3	1	18	4	11	13	19	8
CC(C)=CCN1CCN(Cc2nc(C(C)C)cs2)CC1CCO (stereo unspecified)	1	22	7	2	16	5	2	10
CCCc1[nH]n(-c2nc3ccccc3s2)c(=O)c1C=NCC(C)C	5	-14	7	5	13	-13	1	-10
CC1=C(C(=O)OC(C)C)C(C2CC=CCC2)NC(=O)N1 (stereo unspecified)	1	3	9	0	-1	4	2	1
C[C@@H]1CCC[C@]2(O[C@@H](CCO)C[C@H](O)[C@H]2O)O1	-2	-10	10	-4	3	-5	-16	1
Cc1cnc(C(=O)NNC(=O)c2ccc(Br)cc2)cn1	-1	-10	-44	-10	-9	11	-15	0
COc1ccccc1NC(=O)CSc1nnc(CC(=O)Nc2ccccc2C)n1C	-3	-18	11	4	0	5	5	-4
CCOc1cc(C=O)ccc1OCCCN1C(=O)NC(C)(C)C1=O	-5	4	1	0	-7	2	-10	5
CSc1ccc(/C=N/NC(=O)c2ccccc2Cl)cc1	20	-25	-9	-5	-29	2	10	-13
Cc1oc(-c2ccccc2F)nc1CSCC(=O)NC1CC1	-2	-12	-2	0	5	-3	-6	11
Cc1ccc(-n2nnnc2SC(C)C(=O)NCC(=O)Nc2ccc(F)c(F)c2F)c(C)c1 (stereo unspecified)	1	10	-9	-4	3	-6	9	8
O=C(COC(=O)C1CCC(=O)N1)Nc1ccccc1OC(F)F (stereo unspecified)	-1	-2	13	-5	-3	0	-2	4
Oc1ccc(N=Nc2ccccc2C(F)(F)F)c2cccnc12	-142	11	49*	22	-10	37	15	58*
COC(=O)C(Cc1ccc(O)cc1)NC(=O)CCc1nc2ccccc2s1 (stereo unspecified)	-1	18	7	-2	6	-7	0	12
Cc1n[nH]c(=O)nc1NCC1CCCO1 (stereo unspecified)	?	-3	9	-4	7	-3	0	2
O=C(NC1CCCc2ccccc21)c1cccc(S(=O)(=O)N2CCOCC2)c1 (stereo unspecified)	6	4	-1	5	8	9	4	15
COC(=O)c1oc2ccccc2c1NC(=O)c1ccccc1O	10	4	-6	2	17	-15	-1	2
CCOC(=O)N1CCN(C(=O)COC(=O)CSc2cc(C)c(Br)cc2C)CC1	3	-4	1	-7	11	-1	1	9
O=S(=O)(O)c1cc(O)c2cc(Nc3ccccc3)ccc2c1	nt	8	nt	0	nt	nt	-2	-2
CCOC(=O)c1ccccc1NC(=O)CC1SC(=NC)N(C)C1=O (stereo unspecified)	0	5	4	-8	-1	-1	-8	15
COC(=O)c1sccc1-n1cc(C#N)c(=O)n(C)c1=O	-10	9	10	4	-6	-1	-4	-2
Cc1ccccc1NS(=O)(=O)c1ccc(Cl)cc1	3	3	5	7	15	5	1	0
Cc1ccc(CCNC(=O)CSCc2ccc(F)cc2)cc1	2	2	-10	2	-6	-9	6	18
O=C(COc1ccccc1)NCC(=O)N/N=C/c1ccco1	2	2	-4	-3	-21	-17	-8	7
SMILES	UBC13 polyUb	Gli-Sufu antag	APJ antag	CXCR6 inh	697 NFkB inh	Jurkat NFkB inh	EBI2 block	CCR6 antag
O=C(NCCC1=CCCCC1)C(=O)NCC1OCCCN1S(=O)(=O)c1ccc(F)cc1 (stereo unspecified)	0	5	-6	-6	4	-11	-13	7
Cn1c(CCC(=O)Nc2ccc(N3CCOCC3)cc2)nc(=O)c2ccccc21	-9	-8	5	1	-3	-6	4	1
CC(=O)N[C@@H](Cc1c[nH]c2ccccc12)C(=O)OCc1ccc(C#N)cc1	7	22	2	-12	19	-3	-1	5
Cc1cccc(OCC(=O)N(Cc2ccco2)C2CCS(=O)(=O)C2)c1C (stereo unspecified)	8	-9	-11	2	6	0	-7	8
CCOc1cc(/C=N/n2c(COc3ccccc3)n[nH]c2=S)ccc1O	2	4	5	10	-4	-25	-4	10
Cc1c(C(=O)Nc2ccc(-c3nnc4n3CCCCC4)cc2)oc2c1ccc1ccccc12	40	22	-28	3	-5	25	-5	-12
O=C1COC(c2ccccc2)C2CCCCN12 (stereo unspecified)	2	-3	1	-2	-11	9	3	11
Cn1c(N)c(C(=O)COC(=O)CCCc2nc3ccccc3s2)c(=O)n(C)c1=O	-15	-11	9	3	-37	2	-1	-5
CCN1CCN(c2ccc(NC(=O)c3ccc(Br)o3)cc2)CC1	5	-27	10	1	-83	-83	3	-11
O=C1NC(=O)c2cc([N+](=O)[O-])cc3cccc1c23	-58	-15	-10	-8	-13	-9	4	-21
COC(=O)C1=C(C)NC(C)=C(C(=O)OC)C1C(=O)OCC(=O)c1ccc(F)cc1	-7	-5	-6	3	17	-2	-12	10
Cc1nc2ccc(NC(=O)c3cc(Cl)ccn3)cc2s1	-1	-139	-13	1	-197	-162	1	-3
CCCc1nnc(SCC(=O)N2CCCCC2C)n1CC (stereo unspecified)	4	3	2	2	3	14	-7	9
Cn1cc(S(=O)(=O)N2CCN(c3cccc(C(F)(F)F)c3)CC2)c(=O)n(C)c1=O	1	6	10	4	-4	7	-2	-6
COCCCNC(=O)c1nc2ccccc2c(=O)n1NC(=O)Nc1c(Cl)cccc1Cl	2	23	-36	4	7	-15	1	5
CCOc1ccc(S(=O)(=O)Nc2cccc(C(=O)N3CCN(c4cccc(OC)c4)CC3)c2)cc1	-6	6	4	-20	-17	15	-4	9
CCOC(=O)Cc1c(C)nc2cc(-c3ccc(C(C)(C)C)cc3)[nH]n2c1=O	-1	2	-19	0	-36	-23	15	1
Nc1ccn(-c2ccc(Cl)cc2)c(=O)c1	-3	11	13	-3	12	22	0	-19
Cc1ccc(C2=NN(S(C)(=O)=O)C(c3ccc4c(c3)OCO4)C2)cc1 (stereo unspecified)	-4	-95	10	2	-259	-175	6	12
COC(=O)c1nn(-c2ccccc2)c(Cl)c1/C=N/OC(=O)c1ccc(Cl)c(Cl)c1	0	1	0	-9	21	14	1	2
O=C(COc1ccc(S(=O)(=O)NC2CCCCC2)cc1)NCCC1=CCCCC1	-28	-4	-1	6	-15	-1	11	38
Cc1ccccc1NC(=O)CSc1ccncc1	-1	-22	-16	-2	7	9	4	2
COc1ccc2c(c1)C1NC(=S)N[C@@](C)(O2)C1C(=O)Nc1ccccc1 (stereo partly specified)	6	0	8	-5	5	5	-4	-5
O=C(Nc1ccccc1)N1CCOCC1	5	6	6	7	-2	-6	-3	0
O=C(CSc1nnc(C2CC2)n1Cc1ccccc1)N1CCNC1=O	-4	2	6	12	-1	-1	-12	5

Sorted by molecular weight (largest number first): some entries from above.
SMILES	UBC13 polyUb	Gli-Sufu antag	APJ antag	CXCR6 inh	697 NFkB inh	Jurkat NFkB inh	EBI2 block	CCR6 antag
COC(=O)c1nn(-c2ccccc2)c(Cl)c1/C=N/OC(=O)c1ccc(Cl)c(Cl)c1	0	1	0	-9	21	14	1	2
Cc1cccc(NC(=O)CSc2nnc(-c3cnccn3)n2Cc2ccco2)c1	3	1	18	4	11	13	19	8
CCOC(=O)Cc1c(C)nc2cc(-c3ccc(C(C)(C)C)cc3)[nH]n2c1=O	-1	2	-19	0	-36	-23	15	1

Returning to the listing, repeating the 4 entries before the break.
SMILES	UBC13 polyUb	Gli-Sufu antag	APJ antag	CXCR6 inh	697 NFkB inh	Jurkat NFkB inh	EBI2 block	CCR6 antag
Cc1ccccc1NC(=O)CSc1ccncc1	-1	-22	-16	-2	7	9	4	2
COc1ccc2c(c1)C1NC(=S)N[C@@](C)(O2)C1C(=O)Nc1ccccc1 (stereo partly specified)	6	0	8	-5	5	5	-4	-5
O=C(Nc1ccccc1)N1CCOCC1	5	6	6	7	-2	-6	-3	0
O=C(CSc1nnc(C2CC2)n1Cc1ccccc1)N1CCNC1=O	-4	2	6	12	-1	-1	-12	5
CCOCC(=O)Nc1nc2c(s1)C(=O)CC(C)(C)C2	-12	2	-2	-8	4	11	-11	7
CCOc1ccc(Nc2nc3cc(S(=O)(=O)N(CC)CC)ccc3o2)cc1	-1	22	1	1	-84	-21	22	-6
CCC(C)Sc1ccc([C@H]2N[C@@](C)(C(=O)OC)[C@H]3C(=O)N(CC)C(=O)[C@@H]23)cc1 (stereo partly specified)	-7	16	-8	-9	14	10	-5	-1
CC1CC(C)CN(S(=O)(=O)c2ccc(C(=O)NCc3ccc4c(c3)OCO4)cc2)C1 (stereo unspecified)	-4	7	0	-1	-14	-6	34	16
c1ccc(CNc2c3ccccc3nc3ccccc23)cc1	1	7	2	3	-28	14	0	14
O=c1[nH]c2ccc(NC(=S)Nc3ccccc3Cl)cc2[nH]1	-7	0	-1	13	8	1	-9	6
O=C(CSc1nnnn1C1CCCCC1)N1c2ccccc2Sc2ccccc21	-1	5	6	14	-5	-10	0	12
CSCCC(NS(=O)(=O)c1ccc(C)cc1)C(=O)NC1CCCCC1 (stereo unspecified)	-6	11	8	5	14	-12	1	-5
Nc1nnc(Cc2ccc(Cl)cc2Cl)s1	-3	0	-1	-10	4	-13	-5	10
COc1ccc(CCNC(=O)C(=O)NCC2OCCN2S(=O)(=O)c2ccc3c(c2)OCCO3)cc1 (stereo unspecified)	-6	6	-1	-3	-12	4	-10	18
COc1ccc(-c2csc(N)n2)cc1	-4	-25	2	12	-34	-50	7	-5
CSc1cccc(NC(=O)C2CC(=O)N(Cc3ccccc3)C2)c1 (stereo unspecified)	-6	2	11	-2	-12	-1	0	16
Cc1ccc(NS(=O)(=O)N2CCCCC2)cc1	nt	-7	nt	-12	nt	nt	-13	8
Cc1c(Cl)cccc1N(CC(=O)O)S(C)(=O)=O	1	-8	3	-15	7	6	-3	-32
COc1ccc(Br)cc1CN(C)C(=O)c1ccc2c(c1)NC(=O)C(C)S2 (stereo unspecified)	8	10	17	2	13	10	-7	5
O=C(N/N=C\c1ccc(F)cc1)c1ccc(F)cc1	11	-63	-1	-12	-36	-1	3	2
Cc1cc(C(=O)Nc2cccc3ccccc23)c(C)o1	0	1	1	8	0	-16	-3	3
Cc1ccccc1C(=O)N1CCC(C(=O)Nc2ccc(S(=O)(=O)N3C(C)CCCC3C)cc2)CC1 (stereo unspecified)	nt	5	nt	-3	nt	nt	7	16
N#Cc1ccc(OCC(=O)NCCc2ccccn2)cc1	-1	-2	13	-6	6	-2	-3	2
CCCCc1nc(N2CCOCC2)c(C#N)c2c1CCCC2	27	2	22	-4	-34	-7	3	15
CCOc1ccccc1NC(=O)CSc1nnc(CNC(=O)c2ccccc2F)o1	2	-23	9	4	-7	19	-1	-5
CCn1c2ccccc2c2cc(N=C3SC(CC(=O)Nc4ccccc4OC)C(=O)N3CCOC)ccc21 (stereo unspecified)	2	12	-7	-1	-3	7	-4	8
CCc1cccc(CC)c1NC(=S)/C(=C(\[O-])c1ccc(Cl)s1)[n+]1ccccc1	-17	53	-5	5	7	-1	1	-3
COc1ccc(-c2c[n+](CC(=O)N3c4ccccc4Sc4ccccc43)c3n2CCC3)cc1	30	13	7	-1	-40	4	-5	3
O=C(OCCN1C(=O)c2ccccc2C1=O)c1ccc(S(=O)(=O)N2CCCCCC2)cc1	-6	5	-1	4	-11	-7	3	6
O=C(O)c1cn(-c2ccccc2)nc1-c1ccncc1	0	-7	-12	2	15	3	-2	3
CCCC(NS(=O)(=O)c1ccc(-c2ccc(=O)[nH]n2)s1)c1cccs1 (stereo unspecified)	-5	-15	-51	2	-33	-12	2	16
O=C(NC1CCCC1)C1CCC(=O)N1C1CCCCC1 (stereo unspecified)	-4	-6	-4	6	8	-9	7	3
CC1CCCC(C)N1/N=C/c1ccc(O)cc1 (stereo unspecified)	5	9	3	0	14	3	-6	2
